dFosB activator – mouse delta FosB homodimer activation; purified delta FosB, TAMRA-CDK5 oligo fluorescence polarization; percent of positive-control signal above neutral wells; P13346; activation, % at 25 µM; 340,000 compounds, 0.99% hits;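 active = mean activation above about 17%, with every replicate also reaching it, limit read from the data, passing the limit was not always enough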;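 note: fluorescence polarization rise as delta FosB binds a TAMRA Cdk5 AP-1 oligo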
NSD2 inh – blocks human histone methyltransferase NSD2. NSD2 peptide methylation, AlphaScreen, 120 min. inhibition, % at 12.5 µM. 310,000 compounds, 0.54% hits. AID 743445; in the data active = inhibition above about 50%
PvdQ acylase – blocks Pseudomonas aeruginosa PvdQ acylase activity | purified PvdQ acylase, fluorescence plate reader | inhibition, % at 10 µM | 340,000 compounds, 0.063% hits | AID 488965; in the data active = inhibition above about 30%, passing the limit was not always enough;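 note: 0% = vehicle neutral wells and 100% = reference inhibitor wells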
LANA DNA inh – inhibitors of KSHV LANA C-terminal domain DNA binding. inhibition, % at 9 µM. 340,000 compounds, 0.078% hits. MBP-C-LANA/FAM-LBS DNA binding, fluorescence polarization;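 active = highest replicate inhibition at or above 60% at 9 µM, even if other replicates fall short; inactive = all replicates below 60% inhibition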;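 note: 0% = neutral control wells and 100% = 4 µM acridine orange control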
Keap1 Nrf2 FP – Keap1-Nrf2 (human) interaction inhibition; Q14145; inhibition, % at 9.4 µM; 340,000 compounds, 0.15% hits; Keap1 Kelch-Nrf2 peptide fluorescence polarization, 1536-well; in the data active = inhibition above about 12%;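 note: human Keap1 Kelch domain with fluorescein labeled Nrf2 9mer peptide probe; 0% = neutral control wells and 100% = peptide positive control; higher means more block of Keap1 binding to Nrf2 peptide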
Mot1-301 SUMO – inhibitors of SUMOylation pathway: yeast Mot1-301 growth rescue. S. cerevisiae Mot1-301 growth rescue, ATP luminescence, 38.5C; percent above DMSO median, 100 means doubled. growth rescue, % at 18.8 µM. 320,000 compounds, 1% hits. AID 2716;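 active = every valid replicate shows activation above 250% relative to neutral control wells; inactive = the rest, any valid replicate at or below 250%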;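 note: OY570 slx delta 5 strain wells were the positive control but not used for scaling; some compounds called inactive have numbers as strong as hits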
CDK5 p35 inh – blocks human CDK5/p35 kinase activity; Q00535+Q15078; Recombinant CDK5/p35, ADP-Glo luminescence, 60 min; inhibition, % at 10 µM; 330,000 compounds, 0.01% hits; AID 488839;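 active = highest replicate inhibition of at least 50% and at least 75% of replicates reaching 50%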;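 note: plate controls were DMSO neutral control for no effect and GW8510 at 10 µM for full effect; many of its hits are not listed in these tables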
Target sequence (Q00535 whole entry, looked up): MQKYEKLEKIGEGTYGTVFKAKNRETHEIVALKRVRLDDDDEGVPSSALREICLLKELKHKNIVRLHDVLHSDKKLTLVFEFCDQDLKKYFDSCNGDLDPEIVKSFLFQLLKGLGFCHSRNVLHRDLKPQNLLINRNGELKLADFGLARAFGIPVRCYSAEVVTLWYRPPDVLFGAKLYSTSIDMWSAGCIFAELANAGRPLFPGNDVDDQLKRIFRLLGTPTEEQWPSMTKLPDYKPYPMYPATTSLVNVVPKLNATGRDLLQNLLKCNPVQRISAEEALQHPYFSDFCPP
Target sequence (Q15078 whole entry, looked up): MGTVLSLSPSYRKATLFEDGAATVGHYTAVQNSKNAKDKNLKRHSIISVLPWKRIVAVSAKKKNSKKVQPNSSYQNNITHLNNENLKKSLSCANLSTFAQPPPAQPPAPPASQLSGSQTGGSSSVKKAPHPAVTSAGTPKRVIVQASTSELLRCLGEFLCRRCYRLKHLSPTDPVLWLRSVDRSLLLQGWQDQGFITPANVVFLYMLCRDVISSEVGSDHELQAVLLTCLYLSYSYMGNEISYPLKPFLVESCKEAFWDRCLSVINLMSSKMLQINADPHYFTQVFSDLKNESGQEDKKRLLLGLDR
Rtt109 HAT inh – blocks Candida albicans Rtt109/Vps75 acetyltransferase activity; purified Rtt109/Vps75, ThioGlo CoA-SH fluorescence, 4 h; 330,000 compounds, 0.16% hits; AID 540336; Q5AAJ8; inhibition, % at 34.9 µM;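 active = inhibition of at least 50% in every replicate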
Target sequence (Q5AAJ8 whole entry, looked up): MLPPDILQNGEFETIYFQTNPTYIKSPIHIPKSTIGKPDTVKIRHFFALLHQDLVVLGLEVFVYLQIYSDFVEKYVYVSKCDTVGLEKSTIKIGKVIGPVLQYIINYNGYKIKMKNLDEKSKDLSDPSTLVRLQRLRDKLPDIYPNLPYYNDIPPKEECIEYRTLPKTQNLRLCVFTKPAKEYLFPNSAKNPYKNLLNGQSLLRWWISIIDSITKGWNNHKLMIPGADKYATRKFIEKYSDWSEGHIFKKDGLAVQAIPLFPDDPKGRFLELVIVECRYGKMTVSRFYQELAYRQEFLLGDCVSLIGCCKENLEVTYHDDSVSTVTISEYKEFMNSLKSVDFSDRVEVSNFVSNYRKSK
Cardiac RTF inh – cardiac RTF calcium desensitization | IANBD-labeled cardiac RTF, Ca2+ fluorescence | inhibition, % at 7.15 µM | 340,000 compounds, 0.12% hits | AID 493244;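 active = inhibition above the mean inhibition of all tested compounds plus 3 SD, cut at about 17% in these data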;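 note: assay run at fixed EC70 calcium of 1.6 mM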
RTF Ca sens act – cardiac RTF calcium sensitization; 340,000 compounds, 0.24% hits; IANBD-labeled TnC RTF fluorescence at EC20 calcium; 0% EC20 calcium, 100% full calcium; P19429+P45379; activation, % at 7.2 µM;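 active = activation above the mean over all tested compounds plus 3 SD, cut at about 30% in these data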;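 note: rise in fluorescence read as greater calcium sensitivity of cardiac thin filaments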
PfHsp90 set2 – inhibits growth of yeast expressing Plasmodium falciparum Hsp90; inhibition, % at 9.4 µM; 310,000 compounds, 0.32% hits; S. cerevisiae expressing PfHsp90, BacTiter-Glo ATP, 48 h; yeast lacking PDR1 and PDR3 efflux regulators; AID 504621;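 active = every replicate shows inhibition above about 80%, whatever the replicate mean, limit read from the data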;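 note: 0% = DMSO neutral controls and 100% = 20 µM radicicol positive controls; yeast relying on Plasmodium falciparum Hsp90 in place of its own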
Numbers without * were called inactive; nt = no result given. Compounds were not picked by outcome; about 3.2% have a hit in one of these screens.

Compound | dFosB activator | NSD2 inh | PvdQ acylase | LANA DNA inh | Keap1 Nrf2 FP | Mot1-301 SUMO | CDK5 p35 inh | Rtt109 HAT inh | Cardiac RTF inh | RTF Ca sens act | PfHsp90 set2
CCC/C=N/NC(=O)c1ccc(F)cc1 | 3 | -1 | 1 | 2.7 | -2 | 10 | 0.1 | -7 | -11 | -6 | 9
CCOC(=O)c1cnc(Nc2nc3ccccc3o2)nc1CN1CCN(C)CC1 | -3 | nt | -13 | -0.3 | -1 | nt | -3.2 | 3 | 2 | -2 | 15
Cc1ccc(S(=O)(=O)Oc2ccccc2/C=N/Nc2ccc(C(=O)O)cc2)cc1 | 0 | 5 | 10 | 1.5 | -3 | -14 | -0.2 | 25 | 6 | -3 | 7
O=C(CN1C(=O)C2CC=CCC2C1=O)OCCN1C(=O)c2ccccc2C1=O (stereo not given) | 3 | nt | 1 | 1.5 | -1 | -14 | 0.0 | -18 | 5 | 0 | -7
COc1ccc(-c2c(C)n([O-])c3c([n+]2=O)CCCCC3)cc1 | 2 | 15 | -4 | -0.2 | 2 | -5 | 1.7 | -10 | -4 | 8 | 15
O=C(N/N=C/c1sc(N2CCCCC2)nc1-c1cccs1)C1CC1 | -2 | -7 | -6 | 0.0 | -3 | 37 | 1.1 | 1 | -7 | 4 | 14
CC(=O)Nc1cccc(NC(=O)CSc2nc(=O)n(CCCN3CCOCC3)c3c2CCC3)c1 | -8 | 0 | 8 | 1.0 | -6 | -19 | -2.5 | 10 | -1 | 3 | 2
Cc1ccc(NC2=C(Cl)C(=O)OC2OC(=O)c2ccccc2C)cc1 (stereo not given) | -7 | 2 | -13 | 0.2 | -6 | nt | 1.9 | 8 | 6 | -4 | -79
CCOC(=O)c1ccc(OCCOc2cccc(C)c2)cc1 | 5 | 4 | -17 | -0.3 | -2 | 9 | 0.4 | -5 | 1 | -1 | 0
CCCCNC(=O)COC(=O)c1cc(Br)ccc1Cl | -4 | -5 | -14 | 0.1 | -2 | 20 | 0.4 | 2 | -2 | -6 | 6
C=C(C)C(=O)N1CC2(CC(c3cccc(NC(=O)/C=C\C)c3)=NO2)C[C@H]1C(N)=O (stereo not given in full) | -9 | nt | -9 | -2.1 | -2 | -19 | -1.2 | -3 | -7 | 7 | -25
O=C1CCCCC1Sc1nnc(Nc2ccccc2)s1 (stereo not given) | -2 | 2 | -15 | -0.2 | -1 | 15 | -0.8 | 3 | 1 | -3 | 1
C/C(=N\NC(=O)c1c(Br)c(C)nn1C)c1cccc(NC(=O)c2ccccc2F)c1 | 0 | -1 | -4 | 1.8 | 0 | 5 | 0.7 | -7 | -2 | -1 | -119
Cn1c(=O)c(C(=O)CN2CCCCCC2)c(N)n(Cc2ccccc2)c1=O | 0 | -1 | 2 | 4.6 | -4 | 1 | 0.0 | 10 | -6 | -4 | 14
CCOC(=O)CCP(=O)(O)C(O)c1ccccc1 (stereo not given) | -8 | 0 | -5 | 0.9 | -5 | 10 | 0.6 | 8 | -1 | -1 | -32
COc1cc(OC)cc(C(=O)NC(C(=O)Nc2ccc3c(c2)OCO3)C(C)C)c1 (stereo not given) | -14 | 1 | -4 | -3.0 | 0 | -17 | -0.3 | 13 | -3 | -6 | -20
COc1cc(/C=C2\SC(=S)N(C(Cc3ccccc3)C(=O)O)C2=O)ccc1O (stereo not given) | 18* | 39 | 10 | -23 | -17 | 16 | -0.5 | 47 | -8 | 4 | -10
COCCN1C(=O)N(c2ccc(OC)cc2)C(=O)C1CC(=O)Nc1cccc(F)c1 (stereo not given) | -5 | -1 | -14 | -3.5 | 0 | 101 | 0.3 | 0 | -6 | -1 | 8
COc1ccccc1NC(=S)NCc1cccs1 | 7 | -1 | -9 | -3.6 | -4 | 2 | -3.6 | -3 | -8 | 10 | -27
O=c1nc2onnc2c(C=NO)[nH]1 | 1 | -1 | -11 | 1.0 | -4 | nt | 0.7 | 0 | -5 | 2 | -8
CC(=O)Nc1cccc(C(=O)Nc2ccc(S(=O)(=O)NC3=NCCCCC3)cc2)c1 | -8 | -1 | -8 | -0.1 | -1 | 6 | 0.7 | -7 | 2 | 0 | 1
O=c1c([N+](=O)[O-])c(N2CCOCC2)c2ccccc2n1-c1ccccc1 | 6 | 5 | 3 | -0.2 | -1 | nt | -0.5 | 8 | -6 | 5 | 19
CC12CCC(C(=O)NCC3CCCO3)(OC1=O)C2(C)C (stereo not given) | -1 | -3 | 6 | 0.4 | -5 | 36 | -0.6 | 18 | 5 | -6 | nt
O=C(O)CSC1c2ccccc2C(=O)N1Cc1ccccc1 (stereo not given) | -3 | 1 | 5 | 1.4 | -1 | 1 | -0.6 | -3 | 3 | 0 | -5
COC(=O)C(Cc1ccccc1)NC(=O)CNC(=O)c1ccccc1OC (stereo not given) | -7 | -5 | -1 | 2.4 | 2 | 28 | 1.2 | -4 | 3 | 0 | 21
CCOc1ccc2ccccc2c1/C=N/n1cncn1 | -15 | -1 | -7 | -0.7 | -3 | -17 | 0.2 | 0 | -6 | -5 | -23
Cc1csc(NC(=O)c2nc3nc(C)cc(C)n3n2)n1 | -4 | -5 | 1 | -1.3 | 1 | -6 | -0.5 | -2 | -9 | 1 | 27
COc1ccc(NC(=O)c2cc3c(Cl)nc4ccccc4c3s2)cc1OC | -13 | -2 | -18 | -0.1 | -3 | 0 | -0.3 | 7 | -4 | -10 | -15
O=C(Nc1ccc(-c2nc3ccccc3[nH]2)cc1)c1ccco1 | -7 | 4 | 5 | -0.3 | -3 | 225 | 2.7 | 5 | -2 | 3 | 16
COc1ccc(N2C(=O)CC(NNC(=O)c3cccnc3)C2=O)cc1 (stereo not given) | -6 | 0 | -11 | 0.8 | -1 | -2 | 1.1 | 16 | 5 | -4 | -31

(more compounds)
Values run as follows: dFosB activator	NSD2 inh	PvdQ acylase	LANA DNA inh	Keap1 Nrf2 FP	Mot1-301 SUMO	CDK5 p35 inh	Rtt109 HAT inh	Cardiac RTF inh	RTF Ca sens act	PfHsp90 set2
- CC(C)(C)c1ccc(-n2ncc3c2CCCC3NC(=O)CCn2cncn2)cc1 (stereo not given)
    -5	-3	0	0.0	4	-13	-0.3	-3	-6	2	0
- O=C(Nc1ccc(S(=O)(=O)Nc2nccs2)cc1)c1cnc(Cl)c(Cl)c1
    -7	3	-12	7.8	-5	-14	-0.7	-2	-5	6	10
- CCC(C)c1ccccc1N=Cc1ccc2c(c1)OCO2 (stereo not given)
    -3	-2	-11	-1.0	-1	17	0.0	-11	-3	1	-9
- CC(C)Oc1ccc(CNC2CCOC(C)(C)C2)cc1 (stereo not given)
    -5	-2	-25	-2.0	-6	7	-2.3	-3	-8	8	8
- CCn1nc(NS(=O)(=O)c2ccc([N+](=O)[O-])cc2)c2cc3cc(C)ccc3nc21
    -11	10	-9	-1.0	-3	-2	-0.1	11	4	-4	-43
- Cc1ccc(/C([O-])=C(/C(=S)Nc2ccc(SC(F)F)cc2)[n+]2ccccc2)cc1[N+](=O)[O-]
    -8	5	-7	0.3	1	4	0.0	-2	-7	1	-9
- CN1CCN(c2ccc(S(=O)(=O)N3CCOCC3)cc2NC(=O)COc2ccc(F)cc2Cl)CC1
    -15	185*	-8	1.8	0	4	-2.6	11	-1	-3	20
- COc1ccc(N=Cc2oc3ccc4ccccc4c3c2O)cc1
    -8	-11	-6	-1.2	-8	181	0.8	0	-30	10	1
- CC(=O)NCCOC(=O)Nc1sc(=S)n(C)c1C
    2	0	2	-0.1	-2	-11	2.1	-2	4	-2	1
- C/C(=N\NS(=O)(=O)c1ccc([N+](=O)[O-])cc1)c1ccc(NC(=O)c2ccco2)cc1
    -1	-1	-12	15	3	6	1.0	-11	-2	1	-4
- COc1ccc(CC2CC(=O)N(c3ccc(C)cc3)C2=O)cc1 (stereo not given)
    8	-2	-14	-0.5	-5	-11	-0.9	-2	-13	-1	12
- O=C(COc1ccc(Cl)cc1)NCCN1CCCC1
    -1	-1	-18	3.4	-1	30	-0.7	9	-12	1	-12
- O=C(CSc1nnnn1-c1cccnc1)NCc1cccs1
    -2	-1	7	0.4	2	1	0.8	-10	-22	3	5
- COc1cc(NS(=O)(=O)c2ccc(NC(=S)NC(=O)/C=C/c3ccc(F)cc3)cc2)ncn1
    -4	nt	-4	-0.5	-3	-12	0.3	6	-4	-4	2
- CC(C)CNC(=O)c1ccccc1C(=O)NC1(C(=O)NCC(C)C)CCCC1
    -1	1	-10	-2.5	-1	nt	-1.0	-3	-4	0	-9
- Cc1nc(-c2ccc(S(=O)(=O)N3CCCCCC3)cc2)cs1
    -3	-1	-10	-1.9	-1	-7	0.3	-1	-13	0	-17
- Nc1ncnc2c1ncn2C1CCCO1 (stereo not given)
    3	nt	-6	-0.1	-2	0	2.6	5	-8	-5	-39
- c1ccc(OCCCN2CCCC2)cc1
    0	4	-10	-1.1	5	3	0.8	2	-5	3	6

Rewritten with each value named: two of the compounds above
c1ccc(OCCCN2CCCC2)cc1
  dFosB activator = 0; NSD2 inh = 4; PvdQ acylase = -10; LANA DNA inh = -1.1; Keap1 Nrf2 FP = 5; Mot1-301 SUMO = 3; CDK5 p35 inh = 0.8; Rtt109 HAT inh = 2; Cardiac RTF inh = -5; RTF Ca sens act = 3; PfHsp90 set2 = 6

O=C(COc1ccc(Cl)cc1)NCCN1CCCC1
  dFosB activator = -1; NSD2 inh = -1; PvdQ acylase = -18; LANA DNA inh = 3.4; Keap1 Nrf2 FP = -1; Mot1-301 SUMO = 30; CDK5 p35 inh = -0.7; Rtt109 HAT inh = 9; Cardiac RTF inh = -12; RTF Ca sens act = 1; PfHsp90 set2 = -12

Screening data deposited in PubChem BioAssay by several laboratories.
